Source: PubChem
GLA spleen mod: qHTS Assay for Inhibitors and Activators of Human alpha-Galactosidase From Spleen Homogenate | Potency, µM (doses to about 80 µM), without a hit: at the top dose activity change, negative = inhibition, actives largely listed as inhibitors | AID 2107, 2009 | actives 0.008% (n = 240,000) | human spleen homogenate, 4MU-alpha-Gal fluorescence, 40 min | Alpha-galactosidase A (Homo sapiens), P06280;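 note: 0% = enzyme with vehicle and -100% = no enzyme basal signal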
Target sequence (P06280 32-429 limits assumed): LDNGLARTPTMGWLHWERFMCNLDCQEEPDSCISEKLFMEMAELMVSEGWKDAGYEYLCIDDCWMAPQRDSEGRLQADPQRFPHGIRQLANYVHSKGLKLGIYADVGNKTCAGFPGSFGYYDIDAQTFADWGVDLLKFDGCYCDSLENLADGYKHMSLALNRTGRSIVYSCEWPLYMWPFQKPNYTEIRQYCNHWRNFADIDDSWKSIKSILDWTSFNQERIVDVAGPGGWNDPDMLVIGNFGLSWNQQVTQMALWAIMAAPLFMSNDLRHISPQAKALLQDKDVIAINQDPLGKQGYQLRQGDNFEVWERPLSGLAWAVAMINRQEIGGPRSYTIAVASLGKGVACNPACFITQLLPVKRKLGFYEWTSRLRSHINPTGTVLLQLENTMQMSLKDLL
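qHTS titration in buffer at pH 5.0. Alpha-galactosidase activity in spleen homogenate was measured via 4-methylumbelliferone release from 1 mM fluorogenic substrate after 40 min at 37C and a pH 10 stop. AC50 came from Hill fits of control-normalized data.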
GoLoco inh red: qHTS Assay for Inhibitors of RGS12 GoLoco Motif Activity (Red Fluorophore) | Gai1:RGS12 GoLoco peptide FP, rhodamine, 10 min | Potency, µM (series often up to 61.6 µM), for inactives: at the top dose activity, negative = inhibition, actives largely listed as inhibitors | actives 0.44% (n = 230,000); active = well fitted inhibition curve with a large enough effect, not every such curve was filed as active; inactive = no such curve, though single readings can be large or run the other way; note: % is set by controls: 0 for no effect and ±100 for the full control effect; nearly all actives have a fitted effect of over 30% in size; many of its hits are not listed in these tables
Target sequence (P63096 whole entry, looked up): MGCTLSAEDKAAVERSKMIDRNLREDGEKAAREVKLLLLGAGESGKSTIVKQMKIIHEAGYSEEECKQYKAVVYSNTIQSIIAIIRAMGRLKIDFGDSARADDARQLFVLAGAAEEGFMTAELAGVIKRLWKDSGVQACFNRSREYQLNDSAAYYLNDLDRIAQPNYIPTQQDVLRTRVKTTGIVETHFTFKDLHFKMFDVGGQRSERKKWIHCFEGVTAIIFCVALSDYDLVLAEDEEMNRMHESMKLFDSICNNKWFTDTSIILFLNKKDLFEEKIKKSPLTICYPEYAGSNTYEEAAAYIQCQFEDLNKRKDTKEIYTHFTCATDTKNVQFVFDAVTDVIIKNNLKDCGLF
ALDH1A1 block: qHTS Assay for Inhibitors of Aldehyde Dehydrogenase 1 (ALDH1A1) | AID 1030, 2008 | Aldehyde dehydrogenase 1A1 (Homo sapiens), P00352 | Purified ALDH1A1, NADH fluorescence, propionaldehyde substrate | actives 7.3% (n = 220,000) | Potency, µM (top dose mostly 75.3 µM), for inactives: at the top dose activity, negative = inhibition, usual class: inhibitors; active = well fitted inhibition curve with a large enough effect, not every such curve was filed as active; inconclusive = small, poorly fitted or top-dose-only effect, or another doubt; inactive = no such curve, though single readings can be large or run the other way;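 note: plate controls were no enzyme wells and a reference inhibitor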
SMN2 splice enh: qHTS Assay for Enhancers of SMN2 Splice Variant Expression; HEK293 SMN2-luciferase splicing reporter, luminescence, 30-36 h; Potency, µM (highest dose often 46.1 µM), without a hit: at the top dose activity change, positive = activation, most hits filed as activators; actives 2.8% (n = 210,000); AID 1458, 2008; note: % of control where 0% means no effect; nearly all actives have a fitted effect of over 55% in size
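HEK293 cells carry an SMN2 […]–luciferase reporter in which exon 7 inclusion puts luciferase in frame. Cells were plated 10-12 h before compound addition, then incubated 30-36 h at 37C. ONE-Glo luminescence was read; sodium butyrate at 4.5 mM final served as control.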
GAA inhib: qHTS Assay for Inhibitors of Human alpha-Glucosidase as a Potential Chaperone Treatment of Pompe Disease; Lysosomal alpha-glucosidase (Homo sapiens), P10253; purified human GAA, 4-MU-alpha-glucoside fluorescence; Potency, µM (doses to about 76.9 µM), inactives show top-dose activity change, negative = inhibition, actives largely listed as inhibitors; actives 0.005% (n = 200,000);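 note: plate controls were uninhibited enzyme wells for no effect and no-enzyme background for full effect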
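Human alpha-glucosidase, 4 nM, pre-mixed with test compounds before 400 uM 4-methylumbelliferyl substrate; 20 min room temperature at pH 5.0. Fluorescence read after pH 10 stop; AC50 values from Hill-equation fits.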
aGlu spleen mod: qHTS Assay for Inhibitors and Activators of Human alpha-Glucosidase From Spleen Homogenate; Lysosomal alpha-glucosidase (Homo sapiens), P10253; human spleen homogenate, 4-MU-alpha-glucoside fluorescence; Potency, µM (titrated, usually from 79.9 µM), without a hit: at the highest dose activity change, negative = inhibition, most hits filed as inhibitors; actives 0.006% (n = 240,000);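 note: 0% = enzyme with vehicle and -100% = no enzyme basal signal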
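Enzyme source: human spleen homogenate, 1 ug/well. Buffer 50 mM citric acid/K phosphate pH 5.0, 0.01% Tween-20. 4-MU-alpha-glucoside 1 mM; 37 C x 40 min; NaOH/glycine stop; fluorescence.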
JMJD2E inh: qHTS Assay for Inhibitors of Human Jumonji Domain Containing 2E (JMJD2E). JMJD2E catalytic domain, FDH-coupled NADH fluorescence (FDH is formaldehyde dehydrogenase). Lysine-specific demethylase 4E (Homo sapiens), B2RXH2. Potency, µM (top dose mostly 57.1 µM), without a hit: top-dose activity change, negative = inhibition, usual class: inhibitors. actives 1.6% (n = 230,000); active = well fitted inhibition curve with a large enough effect, not every such curve was filed as active; inconclusive = small, poorly fitted or top-dose-only effect, or another doubt; inactive = no such curve, though single readings can be large or run the other way;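 note: 0% = wells with enzyme and -100% = buffer wells without enzyme; nearly all actives have a fitted effect of over 50% in size; many of its hits are not listed in these tables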
Target sequence (B2RXH2 1-337 limits assumed): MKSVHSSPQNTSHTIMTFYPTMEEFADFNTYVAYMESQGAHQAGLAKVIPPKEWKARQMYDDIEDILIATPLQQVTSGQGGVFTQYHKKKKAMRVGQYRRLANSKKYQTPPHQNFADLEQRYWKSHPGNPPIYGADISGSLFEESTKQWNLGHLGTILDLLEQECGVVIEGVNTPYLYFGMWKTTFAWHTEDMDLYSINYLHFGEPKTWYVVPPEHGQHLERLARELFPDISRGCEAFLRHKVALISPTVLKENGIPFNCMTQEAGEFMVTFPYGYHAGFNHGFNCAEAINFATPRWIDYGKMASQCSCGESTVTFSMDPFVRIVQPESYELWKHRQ
GAA glycogen: qHTS Assay for Inhibitors and Activators of Human alpha-Glucosidase Cleavage of Glycogen | Lysosomal alpha-glucosidase (Homo sapiens), P10253 | recombinant GAA, glycogen substrate, Amplex Red glucose oxidase fluorescence | Potency, µM (titrated, usually from 76.4 µM), for inactives: top-dose activity change, negative = inhibition, usual class: inhibitors | actives 0.38% (n = 300,000) | AID 2100, 2009;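 note: 0% = full enzyme reaction and -100% = no-enzyme basal signal; the screen sought inhibitors and activators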
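Recombinant human alpha-glucosidase (4 nM final) hydrolysed bovine liver glycogen (30 ug) for 40 min at 37 C in pH 5.0 citrate/phosphate with 0.01% Tween-20. Released glucose detected by glucose oxidase/Amplex Red, Ex 573/Em 610 nm. Compounds up to 77 uM; AC50 from Hill fits.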
The depositor's hits bear a star; ? = inconclusive; · = no result given; & = joins results of further samples; [ ] = dose if it differs, or a comment. Unless noted, calls come from the whole dose curve; as a rule, active = well fitted curve in the direction sought with a large enough effect; inconclusive = small, poorly fitted or top-dose-only effect, or another doubt; inactive = no such curve, though single readings can be large; an effect the other way counts as inactive or inconclusive. Potency is the fitted concentration of half-maximal effect. Not all compounds are listed; count on the stated rates, not on these rows.

SMILES | GLA spleen mod | GoLoco inh red | ALDH1A1 block | SMN2 splice enh | GAA inhib | aGlu spleen mod | JMJD2E inh | GAA glycogen
CC(C)c1ccc(C(=O)NC2=NCCS2)cc1 | -16% | 8% | 3% | 2µM* | -3% | -2% | 8% | -7%
CSc1sc(C(=O)O)c2c1C(=O)CCC2 | 17% | 3% | ? | 15% | -3% | 8% | ? | 4%
COc1ccc2c(C)cc(SCC(=O)N(C)C3CCS(=O)(=O)C3)nc2c1 (configuration not stated) | -2% | 53%[activator] | ? | 8% | 2% | -5% | -24% | 10%
COC(=O)C(NNc1ccc(F)cc1)(NC(=O)c1ccccc1)C(F)(F)F (configuration not stated) | -10% | 5% | -7% | -38%[inhibitor] | 10% | -4% | -6% | -2%
O=C(O)C1CC(=O)N(CCc2c[nH]c3ccccc23)C1 (configuration not stated) | 6% | 9% | 2% | -7% | 4% | 3% | -4% | -3%
Cc1ccc(-c2cc(Cc3ccc(N(C)C)cc3)c(=O)[nH]n2)cc1 | -1% | -12% | · | · | · | -6% | -1% | -6%
Cc1ccc2nc(N=C(N)N)nc(C)c2c1 | 8% | 9% | -1% | -36%[inhibitor] | -4%[15.4 µM] | 5% | -7% | 3%
CC[N+](C)(CC)CC(O)COCC1COc2ccccc2O1 (configuration not stated) | -1% | -38% | 18% | 27% | 4% | -7% | 2% | 11%
Cc1ccc(/C=N/NC(=O)C(C)NC(=O)c2ccccc2)cc1 (configuration not stated) | 1% | -7% | 5% | -14% | -2% | 0% | -6% | 5%
O=C1CC(c2ccc(F)cc2)CC(O)=C1C1NCCc2ccccc21 (configuration not stated) | 7% | -7% | -1% | -9% | -1% | 1% | -2% | -14%
COc1ccc(OCC(=O)NCCc2ccc(S(N)(=O)=O)cc2)cc1 | -2% | 0% | 39%[activator] | -2% | -1% | 0% | 8% | 3%
CCOC(=O)c1ccc(N2N=C(C)/C(=C/C=C/c3ccco3)C2=O)cc1 | 6% | 33%[activator] | 0.22µM* | 7% | -4% | -4% | -21% | -1%
CC(=O)Nc1ccc(Cc2ccc3[nH]c(=O)cc(C)c3c2)cc1 | 5% | 1%[14.2 µM] | -4%[13.5 µM] | 8%[9.22 µM] | -7% | 4% | -8% | -3%
CC(C)Cc1nc2oc3c(NCc4cccnc4)ncnc3c2c2c1CCC2 | -3% | 3% | ? | 9% | 1% | -6% | ? | 3%
CC(C)C(=O)NC(=S)Nc1sc2c(c1C(N)=O)CCCC2 | -1% | 4% | 7.1µM* | ? | 5% | 1% | -4% | 9%
Cc1noc(C)c1C(=O)N1CCC2(CC1)CN(c1ncccn1)C2 | 7% | 4% | ? | 1% | · | 3% | · | ·
O=[N+]([O-])c1cccc(CSc2nnc3ccccn23)c1 | 3% | 1% | ? | 2% | -2% | -4% | -6% | 7%
S=c1[nH]nc(Cn2cnc3ccccc32)n1-c1ccccc1Cl | 0% | 2% | ? | · | -5%[15.4 µM] | -2% | 0% | -1%
CC1CCN(CCCOc2ccc(Br)cc2Cl)CC1 | -1% | -4% | -4% | -2% | -7% | 4% | ? | 3%
CC(C)CCn1c(N2CCc3ccccc3C2)nc2c1c(=O)[nH]c(=O)n2C | 8% | 63% | 4% | -10% | -5% | 3% | -12% | 0%
Cc1c(Cl)cccc1NC(=S)NC(=O)CCN1C(=O)c2ccccc2C1=O | -17% | -3% | ? | ? | -3% | -12% | 9% | -14%
O=C(CNS(=O)(=O)c1ccc(Br)s1)Nc1ccc2c(c1)OCCO2 | 12% | 9% | ? | -10% | 4% | -5% | 4% | -2%
O=c1cc(Nc2cccc(Br)c2)[nH]c(=O)[nH]1 | 4% | 8% | 7% | 4% | -1% | -15% | -4% | -7%
O=c1ccc2cc(S(=O)(=O)N3CCN(c4cc(Cl)ccc4Cl)CC3)ccc2o1 | 5% | 7% | 14% | -35%[inhibitor] | -11% | 0% | -1% | -13%
CCOc1ccc(OCC)c(NC(=O)Cn2cccc2)c1 | 12% | 5% | 6% | 2% | 1% | -11% | -1% | -1%
(next part)
SMILES | GLA spleen mod | GoLoco inh red | ALDH1A1 block | SMN2 splice enh | GAA inhib | aGlu spleen mod | JMJD2E inh | GAA glycogen
Cn1c(-c2ccc(F)cc2)cnc1SCC(=O)N1CCCc2ccccc21 | -20% | -3% | ? | -11% | 1% | 0% | 9% | 11%
CCNc1nc(NCC)nc(N(C)N)n1 | 8% | -8% | 5% | 21% | -2% | 1% | 22% | 35µM*
Cc1ccc(C(=O)Nc2ccc(C(F)(F)F)n(C)c2=O)cc1 | -8% | 4% | -6% | 22µM* | -4% | 1% | -11% | ?
CCC(c1nnc(SCC(=O)Nc2ccc(S(N)(=O)=O)cc2)n1Cc1ccccc1)N(C)C (configuration not stated) | 1% | 2% | 12% | 15% | 2% | -2% | -13% | 5%
S=c1[nH]nc(-c2cc(-c3ccccc3)n[nH]2)n1/N=C/c1ccc(Cl)c(Cl)c1 | 6% | 10% | 18% | · | 2%[15.4 µM] | 0% | -18% | -6%
CCN(CC)CCOC(=O)C1(c2ccccc2)CCOCC1 | 5% | 12% | 16% | 3% | 4% | 6% | 5% | 1%
Cc1nnc(NC(=O)C(C)Sc2nncn2C)s1 (configuration not stated) | 1% | -4% | -3% | -2% | -9% | 2% | 10% | 2%
Cn1c(SCc2nc(-c3ccc(Cl)cc3)no2)nnc1-c1ccco1 | 2% | 8% | -11% | -18% | 1%[15.4 µM] | 4% | 0% | 3%
CCCN(CCO)Cc1cccc(Br)c1 | -8% | 3% | -9% | 12% | 0% | -7% | ? | -14%
Cc1c(C2N3CC4(C)CN2CC(C)(C3)C4=O)c2ccccc2n1C (configuration not stated) | 4% | -2% | 4% | 1% | 3% | 3% | 2% | -4%
COc1ccc2c(c1)[nH]c1c(=O)n(Cc3ccco3)cnc12 | -7% | 14% | ? | ? | 6% | -8% | -22% | 2%
C/C(N)=C(/C#N)C(=O)CSc1nc2ccccc2c(=O)n1Cc1ccc(C)cc1 | -6% | 19% | -1% | -32%[inhibitor] | 0% | 0% | -25% | 1%
CC(C)c1ccc(/C=N/n2nnnc2Nc2ccccc2)cc1 | -4% | 0% | -2% | -9% | 2% | -2% | ? | -1%
Cc1c(C(=O)OCC(C)C)[nH]c2c1C(=O)CC(c1ccco1)C2 (configuration not stated) | -6% | 14% | 11µM* | -42%[inhibitor] | 1% | -12% | -14% | -4%
CN(C)c1ccc(/C=C2\C(=O)Nc3ccccc32)cc1 | 13%&6%&-11%&-6% | 14%&10%&3%&9% | 7.1µM* | 3.2µM* | · | -13%&-6%&-5%&-9% | -5% | ·
Cc1cccc(C)c1OCC(=O)N/N=C/c1ccncc1 | 11% | 8% | 5% | -5%[1.84 µM] | -1% | 7% | 2% | -5%
O=C(CSCc1ccc(Cl)cc1)Nc1ccc2c(c1)OCO2 | -7% | 6% | -8% | 2% | 2% | -2% | 12% | -3%
Cc1cc2[nH]c(=O)c3ccccc3n2n1 | 4% | 9% | -2% | 13% | -1% | -1% | -17% | -6%
Nc1cc(-c2ccc(Br)cc2)nn1S(=O)(=O)c1ccccc1 | 1% | 3% | 7% | -37%[inhibitor] | 1% | -2% | -2% | -5%
CCOCc1nc(C)c(Cl)c(NS(=O)(=O)c2ccc(N)cc2)n1 | -9% | -9% | 5% | ? | -4% | -8% | 7% | -19%
C=CCn1c(SCC(=O)Nc2c(C)cccc2C)nnc1-c1ccncc1 | 11% | 6% | 4% | -5% | 5% | -2% | 13% | 3%
CS(=O)(=O)c1cccc(NC(=O)c2ccc(Cl)c(Cl)c2)c1 | 3% | 6% | ? | · | 7% | 3% | 0% | -12%
CCOC(=O)C(/C=C(\C#N)C(=O)OCC)=C(/N)N1CCN(c2c(C)cccc2C)CC1 | 4% | -9% | 9% | 0% | 1% | 1% | 2% | 6%
Cc1nn(C(=O)c2cc3sccc3[nH]2)c(C)c1C | -10% | 94%[activator] | 5% | ? | 9% | -28% | ? | -1%
CCOC(=O)C1=C(c2ccccc2)OC(N)=C(C#N)C1c1ccc(Cl)s1 (configuration not stated) | -16% | 136%[activator] | 1.8µM* | ? | -2% | -11% | ? | 5%
(further entries)
SMILES | GLA spleen mod | GoLoco inh red | ALDH1A1 block | SMN2 splice enh | GAA inhib | aGlu spleen mod | JMJD2E inh | GAA glycogen
CCn1ncc(CN2CCN(Cc3ccc(OC)c(C)c3C)C(CCO)C2)c1C (configuration not stated) | 1% | -5% | 11% | · | -7% | -3% | 6% | -2%
O=C(CN1C(=O)C2C3C=CC(C3)C2C1=O)NCCC1=CCCCC1 (configuration not stated) | -20% | -16% | ? | 24% | 5% | -11% | 5% | -24%
COc1ccc(-c2csc(N(CCCN(C)C)C(=O)c3cccs3)n2)cc1 | 8% | 6% | -9% | -2% | -10% | 0% | -1% | 3%
CCN1CCN(C(=O)c2ccccc2N(Cc2ccccc2)S(=O)(=O)c2ccc(OC)cc2)CC1 | 2% | 5% | · | · | · | -4% | 8% | 1%
C/C(N)=C(/C#N)C(=O)CSc1n[nH]c(-c2ccccc2Br)n1 | -2% | -2% | ? | -4% | 2% | -2% | -3% | 43%
O=C(NCc1ccc(Cl)c(Cl)c1)c1ccco1 | -5% | -3% | ? | -12% | 3% | -15% | 1% | 3%
N#CCSc1nnc(COc2cccc3ccccc23)n1-c1cccc(Cl)c1 | 1% | 6% | -7% | -11% | ? | -2% | -11% | -15%
NC(=O)COC(=O)c1ccc(-c2ccccc2)cc1 | -2% | -1% | 13% | 11% | 3% | 1% | ? | 7%
